Source: PubChem BioAssay (several laboratories)
MOR-DOR ag: agonists of human mu-delta opioid receptor heterodimerization. P35372+P41143. cells, OPRM1-OPRD1 heterodimerization, luminescence. activation, % at 9.3 µM. 340,000 compounds, 0.3% hits; in the data active = activation above about 18%;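 note: 0% = vehicle-treated cells and 100% = reference agonist; values of inactives mirror those of a sister screen read the other way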
Target sequence (P35372 whole entry, looked up): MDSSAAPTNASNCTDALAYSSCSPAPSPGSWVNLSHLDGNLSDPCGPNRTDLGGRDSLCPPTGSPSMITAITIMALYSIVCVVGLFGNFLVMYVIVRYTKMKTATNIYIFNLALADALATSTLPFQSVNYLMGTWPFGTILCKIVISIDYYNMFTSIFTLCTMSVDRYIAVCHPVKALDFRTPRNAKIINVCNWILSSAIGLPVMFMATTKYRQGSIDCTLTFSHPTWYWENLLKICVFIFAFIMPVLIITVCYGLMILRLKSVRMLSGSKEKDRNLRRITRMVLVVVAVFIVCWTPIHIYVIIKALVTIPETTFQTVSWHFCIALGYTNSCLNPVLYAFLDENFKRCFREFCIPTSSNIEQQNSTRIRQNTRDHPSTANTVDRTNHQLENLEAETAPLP
Target sequence (P41143 whole entry, looked up): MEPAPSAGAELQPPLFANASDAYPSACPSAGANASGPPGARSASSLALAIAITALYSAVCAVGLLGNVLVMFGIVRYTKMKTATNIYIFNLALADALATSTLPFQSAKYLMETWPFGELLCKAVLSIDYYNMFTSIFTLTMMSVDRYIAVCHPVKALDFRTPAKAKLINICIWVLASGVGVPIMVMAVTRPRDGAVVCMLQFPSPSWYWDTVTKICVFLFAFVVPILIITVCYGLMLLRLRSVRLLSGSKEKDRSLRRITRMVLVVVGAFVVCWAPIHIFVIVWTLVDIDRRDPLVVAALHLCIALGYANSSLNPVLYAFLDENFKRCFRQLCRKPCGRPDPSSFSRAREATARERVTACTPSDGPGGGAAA
Keap1-Nrf2 PPI: inhibitors of human Keap1-Nrf2 protein-protein interaction. 340,000 compounds, 0.15% hits. Keap1 Kelch-Nrf2 peptide fluorescence polarization, 1536-well. Q14145. inhibition, % at 9.4 µM; in the data active = inhibition above about 12%;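 note: human Keap1 Kelch domain with fluorescein labeled Nrf2 9mer peptide probe; 0% = neutral control wells and 100% = peptide positive control; higher means more block of Keap1 binding to Nrf2 peptide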
V-ATPase pHluor: regulators of yeast V-ATPase proton transport; S. cerevisiae, pHLuorin cytosolic pH fluorescence; response, % at 10 µM; AID 504577; 350,000 compounds, 0.37% hits; in the data active = response mostly above about 7.3%, no sharp cut-off; inactive = mostly below about 5.4%; note: actives read high; inactives centre near 0; some compounds called inactive have numbers as strong as hits; reference of the scale not given here
OPRM1-OPRD1 inv: mu-delta opioid heterodimer inverse agonism; P35372+P41143; inhibition, % at 9.3 µM; 340,000 compounds, 0.21% hits; cell-based MOR-DOR heterodimer luminescence; in the data active = inhibition above about 22%, passing the limit was not always enough;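 note: 0% = cells with DMSO and 100% = wells without cells with DMSO; values of inactives mirror those of a sister screen read the other way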
HTR5A inv ag: inverse agonist of human HTR5A in OPRM1-OPRD1 counter-screen | P47898 | HTR5A cell line, luminescence, inverse agonism | inhibition, % at 9.3 µM | 340,000 compounds, 0.083% hits | AID 504634; in the data active = inhibition mostly above about 23%, no sharp cut-off; inactive = mostly below about 18%;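 note: 0% = cells with DMSO and 100% = no-cell wells with DMSO; some compounds called inactive have numbers as strong as hits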
LANA DNA inh: inhibitors of KSHV LANA C-terminal domain DNA binding; MBP-C-LANA/FAM-LBS DNA binding, fluorescence polarization; inhibition, % at 9 µM; 340,000 compounds, 0.078% hits;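 active = highest replicate inhibition at or above 60% at 9 µM, even if other replicates fall short; inactive = all replicates below 60% inhibition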;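 note: 0% = neutral control wells and 100% = 4 µM acridine orange control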
HTR5A ag: activates human HTR5A in OPRM1-OPRD1 agonist counter-screen | P47898 | HTR5A agonist assay, luminescence, cell-based | activation, % at 9.3 µM | 340,000 compounds, 0.61% hits | AID 504692; in the data active = activation mostly above about 9.5%, no sharp cut-off; inactive = mostly below about 7.6%;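 note: 0% = cells with vehicle only and 100% = reference agonist; strong numbers were not always called active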
RTF Ca sens inh: cardiac RTF calcium desensitization | P19429+P45379 | IANBD-labeled cardiac RTF, Ca2+ fluorescence | inhibition, % at 7.15 µM | 340,000 compounds, 0.12% hits;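 active = inhibition above the mean inhibition of all tested compounds plus 3 SD, cut at about 17% in these data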;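 note: assay run at fixed EC70 calcium of 1.6 mM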
CAL-PDZ inh HTS: blocks peptide binding to the human CAL PDZ domain | purified CAL PDZ, TMR-peptide fluorescence polarization, 1 h | inhibition, % at 24.9 µM | AID 602252 | 300,000 compounds, 0.92% hits | Q9HD26;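 active = mean inhibition of at least 30% with at least half of replicates also reaching 30%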;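 note: 0% = DMSO neutral control and 100% = excess unlabeled competitor peptide PRC23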
RTF Ca sens act: increases calcium sensitivity of human cardiac regulated thin filaments | IANBD-labeled TnC RTF fluorescence at EC20 calcium; 0% EC20 calcium, 100% full calcium | 340,000 compounds, 0.24% hits | activation, % at 7.2 µM | P19429+P45379;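 active = activation above the mean over all tested compounds plus 3 SD, cut at about 30% in these data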;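 note: rise in fluorescence read as greater calcium sensitivity of cardiac thin filaments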
Numbers without * were called inactive.

For COc1cccc(N(C(=O)Cn2nnc(-c3ccc(C)o3)n2)C(C(=O)NC2CCCC2)c2ccncc2)c1 (stereo unspecified) the results were MOR-DOR ag -2.8, Keap1-Nrf2 PPI -1, V-ATPase pHluor -2, OPRM1-OPRD1 inv 15, HTR5A inv ag 8, LANA DNA inh -0.7, HTR5A ag 6, RTF Ca sens inh -13, CAL-PDZ inh HTS -1 and RTF Ca sens act 2.
Screening COc1ccccc1C(=O)NNC(=S)Nc1ccccc1 returned MOR-DOR ag -4.2, Keap1-Nrf2 PPI -2, V-ATPase pHluor 1, OPRM1-OPRD1 inv 21, HTR5A inv ag 10, LANA DNA inh -0.9, HTR5A ag -4, RTF Ca sens inh -10, CAL-PDZ inh HTS -5 and RTF Ca sens act 0.
Screening COc1ccc(/C(N)=N/OC(=O)CCc2ccccc2)cc1 returned MOR-DOR ag -1.5, Keap1-Nrf2 PPI -3, V-ATPase pHluor 1, OPRM1-OPRD1 inv 8, HTR5A inv ag 12, LANA DNA inh 0.3, HTR5A ag -5, RTF Ca sens inh 0, CAL-PDZ inh HTS -2 and RTF Ca sens act 0.
For CC(C)(C)c1cc(Br)c(O)c(N=Nc2ccc(S(=O)(=O)N3CCOCC3)cc2)c1 the results were MOR-DOR ag 0.6, Keap1-Nrf2 PPI 4, V-ATPase pHluor -2, OPRM1-OPRD1 inv -3, HTR5A inv ag 10, LANA DNA inh 2.1, HTR5A ag -4, RTF Ca sens inh 7, CAL-PDZ inh HTS -1 and RTF Ca sens act -1.
COc1ccc(/C=C2\SC(=N)N(c3nccs3)C2=O)cc1OC was read as MOR-DOR ag -1.3, Keap1-Nrf2 PPI -5, V-ATPase pHluor 3, OPRM1-OPRD1 inv 9, HTR5A inv ag 24, LANA DNA inh 8.9, HTR5A ag -10, RTF Ca sens inh 8, CAL-PDZ inh HTS -3 and RTF Ca sens act -4.
Screening COc1ccc(C)cc1-n1nnnc1SCC(=O)Nc1cc(C)on1 returned MOR-DOR ag -2.9, Keap1-Nrf2 PPI -1, V-ATPase pHluor -1, OPRM1-OPRD1 inv 16, HTR5A inv ag 12, LANA DNA inh -0.9, HTR5A ag -4, RTF Ca sens inh 1 and RTF Ca sens act 1.
For COC(CNC(=O)CNC(=S)N(Cc1ccccc1)Cc1cccs1)OC the results were MOR-DOR ag 0.8, Keap1-Nrf2 PPI -5, V-ATPase pHluor -3, OPRM1-OPRD1 inv -4, HTR5A inv ag -5, LANA DNA inh 2.0, HTR5A ag 2, RTF Ca sens inh 4, CAL-PDZ inh HTS -3 and RTF Ca sens act 8.
`O=C(Nc1cccnc1)C1CCCN(c2ncnc3c2nc2n3CCCCC2)C1` (stereo unspecified) gave MOR-DOR ag -4.5, Keap1-Nrf2 PPI -3, V-ATPase pHluor 4, OPRM1-OPRD1 inv 23, HTR5A inv ag 6, LANA DNA inh -0.6, HTR5A ag 3, RTF Ca sens inh 0 and RTF Ca sens act -1.
For O=C(CSc1nnc2ccccn12)NNC(=O)c1ccc([N+](=O)[O-])cc1 the results were MOR-DOR ag -0.3, Keap1-Nrf2 PPI -1, V-ATPase pHluor 4, OPRM1-OPRD1 inv 2, HTR5A inv ag 16, LANA DNA inh 0.1, HTR5A ag -1, RTF Ca sens inh -2, CAL-PDZ inh HTS -5 and RTF Ca sens act 3.
For CC(C)c1ccc(/C=N/NC(=O)c2cccc(Cl)c2)cc1 the results were MOR-DOR ag 3.8, Keap1-Nrf2 PPI -1, V-ATPase pHluor 1, OPRM1-OPRD1 inv -20, HTR5A inv ag -1, LANA DNA inh 0.7, HTR5A ag 0, RTF Ca sens inh -3, CAL-PDZ inh HTS 0 and RTF Ca sens act 0.
For Cc1cccn2c(=O)c3cc(C(=O)NCc4ccco4)c(=N)n(C4CCCC4)c3nc12 the results were MOR-DOR ag -0.5, Keap1-Nrf2 PPI 2, V-ATPase pHluor -1, OPRM1-OPRD1 inv 3, HTR5A inv ag -5, LANA DNA inh 1.0, HTR5A ag -1, RTF Ca sens inh 6 and RTF Ca sens act -1.
Screening CCN(CC)S(=O)(=O)c1ccc(OC)c(NC(=O)c2cn(CC)c3nc(C)ccc3c2=O)c1 returned MOR-DOR ag -2.8, Keap1-Nrf2 PPI 5, V-ATPase pHluor -1, OPRM1-OPRD1 inv 14, HTR5A inv ag 4, LANA DNA inh 0.2, HTR5A ag -1, RTF Ca sens inh -5, CAL-PDZ inh HTS -1 and RTF Ca sens act 2.
For COc1ccccc1NC(=O)COc1ccc2ccccc2c1 the results were MOR-DOR ag -2.6, Keap1-Nrf2 PPI 5, V-ATPase pHluor -4, OPRM1-OPRD1 inv 8, HTR5A inv ag -2, LANA DNA inh -0.4, HTR5A ag 3, RTF Ca sens inh -1, CAL-PDZ inh HTS 1 and RTF Ca sens act -1.
Screening Cc1cccc(C)c1OCC(=O)Nc1ccc(NC(=O)c2ccco2)cc1 returned MOR-DOR ag -3.2, Keap1-Nrf2 PPI 1, V-ATPase pHluor 0, OPRM1-OPRD1 inv 15, HTR5A inv ag -12, LANA DNA inh 0.0, HTR5A ag -2, RTF Ca sens inh -1, CAL-PDZ inh HTS 1 and RTF Ca sens act 3.
`CCOc1c2ccc(C(=O)NCc3ccc(OC(F)(F)F)cc3)cc2nn1CC` gave MOR-DOR ag -0.1, Keap1-Nrf2 PPI -3, V-ATPase pHluor 2, OPRM1-OPRD1 inv 1, HTR5A inv ag -8, LANA DNA inh 0.0, HTR5A ag 1, RTF Ca sens inh 1, CAL-PDZ inh HTS -3 and RTF Ca sens act 4.
For CN(C)S(=O)(=O)c1ccc(N2CCCC2)c(C(=O)N2CCN(c3ccc([N+](=O)[O-])cc3)CC2)c1 the results were MOR-DOR ag -1.9, Keap1-Nrf2 PPI -2, V-ATPase pHluor -6, OPRM1-OPRD1 inv 9, HTR5A inv ag 1, LANA DNA inh 0.1, HTR5A ag 0, RTF Ca sens inh -8, CAL-PDZ inh HTS 9 and RTF Ca sens act 3.
C=CCN1C(=O)/C(=C/c2ccc(O)c(OC)c2)S/C1=N/c1nccs1 was read as MOR-DOR ag 8.7, Keap1-Nrf2 PPI -2, V-ATPase pHluor 3, OPRM1-OPRD1 inv -48, HTR5A inv ag -2, LANA DNA inh -4.5, HTR5A ag -1, RTF Ca sens inh -12, CAL-PDZ inh HTS 0 and RTF Ca sens act 18.
CCOC(=O)Cn1nc(C)c(NC(=O)c2ccc([N+](=O)[O-])c(C)c2)c1C was read as MOR-DOR ag -0.5, Keap1-Nrf2 PPI -7, V-ATPase pHluor -2, OPRM1-OPRD1 inv 2, HTR5A inv ag -9, LANA DNA inh 1.3, HTR5A ag 3, RTF Ca sens inh -6, CAL-PDZ inh HTS 4 and RTF Ca sens act -5.
Cc1ccc(NC(=O)Cn2c(=O)n(Cc3ccco3)c(=N)c3c4c(sc32)COC(C)(C)C4)cc1 was read as MOR-DOR ag -1.9, Keap1-Nrf2 PPI -6, V-ATPase pHluor -3, OPRM1-OPRD1 inv 8, HTR5A inv ag -20, LANA DNA inh -1.2, HTR5A ag -1, RTF Ca sens inh -6, CAL-PDZ inh HTS -6 and RTF Ca sens act -5.
COc1ccc(CCNC(=O)c2coc3ccccc3c2=O)cc1OC was read as MOR-DOR ag -3.1, Keap1-Nrf2 PPI -5, V-ATPase pHluor 4, OPRM1-OPRD1 inv 16, HTR5A inv ag -4, LANA DNA inh 1.6, HTR5A ag 0, RTF Ca sens inh -11, CAL-PDZ inh HTS -3 and RTF Ca sens act 5.
For O=C(COc1ccc2ccccc2c1)N1CCN(c2ccccc2)CC1 the results were MOR-DOR ag 1.4, Keap1-Nrf2 PPI -2, V-ATPase pHluor 1, OPRM1-OPRD1 inv -9, HTR5A inv ag -8, LANA DNA inh 1.3, HTR5A ag 3, RTF Ca sens inh 4, CAL-PDZ inh HTS 2 and RTF Ca sens act -7.
Screening COc1ccc(CCNC(=O)c2cc(-c3ccccn3)nc3c(Cl)cccc23)cc1OC returned MOR-DOR ag -1.2, Keap1-Nrf2 PPI -3, V-ATPase pHluor 1, OPRM1-OPRD1 inv 6, HTR5A inv ag 10, LANA DNA inh -0.1, HTR5A ag -4, RTF Ca sens inh -8, CAL-PDZ inh HTS -1 and RTF Ca sens act 2.
For Brc1cccc(/C=N\n2cnnc2)c1 the results were MOR-DOR ag 0.5, Keap1-Nrf2 PPI 2, V-ATPase pHluor 0, OPRM1-OPRD1 inv -3, HTR5A inv ag 1, LANA DNA inh 0.1, HTR5A ag -1, RTF Ca sens inh -4, CAL-PDZ inh HTS 2 and RTF Ca sens act -5.
`S=C1CCC(c2ccc(Br)cc2)=NN1c1ccccc1` gave MOR-DOR ag 1.3, Keap1-Nrf2 PPI -2, V-ATPase pHluor 3, OPRM1-OPRD1 inv -7, HTR5A inv ag 17, LANA DNA inh -0.9, HTR5A ag 2, RTF Ca sens inh -2, CAL-PDZ inh HTS 0 and RTF Ca sens act -3.
For Cc1cccc(NC(=O)COc2nsnc2N2CCOCC2)c1 the results were MOR-DOR ag -1.2, Keap1-Nrf2 PPI 0, V-ATPase pHluor -3, OPRM1-OPRD1 inv 7, HTR5A inv ag 9, LANA DNA inh 0.9, HTR5A ag 0, RTF Ca sens inh -3, CAL-PDZ inh HTS -14 and RTF Ca sens act 4.
COC(=O)C1=C(Nc2ccccc2NC(=O)CCCC(=O)O)CSC1 was read as Keap1-Nrf2 PPI 0, V-ATPase pHluor 0, LANA DNA inh 0.1 and CAL-PDZ inh HTS -1.
Screening COc1ccc(/C=C/C(=O)NC(=S)NNC(=O)c2cccnc2)cc1OC returned MOR-DOR ag -3.7, Keap1-Nrf2 PPI -5, V-ATPase pHluor 2, OPRM1-OPRD1 inv 22, HTR5A inv ag 3, LANA DNA inh 2.0, HTR5A ag -2, RTF Ca sens inh 9, CAL-PDZ inh HTS -1 and RTF Ca sens act -9.
O=C(NC(=S)N1CCOCC1)C12CCC3CC(CC(C3)C1)C2 was read as MOR-DOR ag 5.6, Keap1-Nrf2 PPI -4, V-ATPase pHluor 5, OPRM1-OPRD1 inv -40, HTR5A inv ag 13, LANA DNA inh 0.6, HTR5A ag -5, RTF Ca sens inh -1, CAL-PDZ inh HTS 2 and RTF Ca sens act 1.
COc1ccc(/C=C2\SC(=S)N(CC(=O)NC3CCS(=O)(=O)C3)C2=O)cc1 (stereo unspecified) was read as MOR-DOR ag -1.8, Keap1-Nrf2 PPI -5, V-ATPase pHluor 2, OPRM1-OPRD1 inv 9, HTR5A inv ag -12, LANA DNA inh -0.3, HTR5A ag 3, RTF Ca sens inh 5, CAL-PDZ inh HTS -4 and RTF Ca sens act 0.
CC(C)(C)C(=O)/C=C1\SCC(=O)N1CC(=O)N1CCN(c2ccccc2)CC1 was read as MOR-DOR ag -1.9, Keap1-Nrf2 PPI -4, V-ATPase pHluor 2, OPRM1-OPRD1 inv 8, HTR5A inv ag 17, LANA DNA inh -3.3, HTR5A ag -7, RTF Ca sens inh 0, CAL-PDZ inh HTS -4 and RTF Ca sens act -2.
For CC(C)c1ccc(-c2nnn(CCC#N)n2)cc1 the results were MOR-DOR ag -3.2, Keap1-Nrf2 PPI -2, V-ATPase pHluor -2, OPRM1-OPRD1 inv 16, HTR5A inv ag -1, LANA DNA inh 0.8, HTR5A ag 0, RTF Ca sens inh -3, CAL-PDZ inh HTS -2 and RTF Ca sens act -3.
